Screening data from PubChem.
RGS12 GoLoco inh: qHTS Assay for Inhibitors of RGS12 GoLoco Motif Activity (Red Fluorophore) | Guanine nucleotide-binding protein G(i) subunit alpha-1 (Homo sapiens), P63096 | Gai1:RGS12 GoLoco peptide FP, rhodamine, 10 min | Potency, µM (series often up to 61.6 µM), for the others: at the top dose activity, negative = inhibition, most hits filed as inhibitors | actives 0.44% (n = 230,000) | AID 880, 2007; active means well fitted inhibition curve with a large enough effect, not every such curve was filed as active; inactive means no such curve, though single readings can be large or run the other way; further: nearly all actives have a fitted effect of over 30% in size; many of its hits are not listed in these tables
aGlu spleen mod: qHTS Assay for Inhibitors and Activators of Human alpha-Glucosidase From Spleen Homogenate; AID 2112, 2009; Potency, µM (titrated, usually from 79.9 µM), inactives show top-dose activity change, negative = inhibition, actives largely listed as inhibitors; actives 0.006% (n = 240,000); Lysosomal alpha-glucosidase (Homo sapiens), P10253; human spleen homogenate, 4-MU-alpha-glucoside fluorescence;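 further: 0% = enzyme with vehicle and -100% = no enzyme basal signal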
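AC50 values come from Hill-equation fits of concentration-response data, normalized to no-enzyme and full-activity controls. Enzyme source: 1 ug human spleen homogenate; 1 mM fluorogenic 4-MU glucoside, pH 5.0 citrate buffer, 37 C, 40 min.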
TRb SRC2 PPI: qHTS for Inhibitors of the Interaction of Thyroid Hormone Receptor and Steroid Receptor Coregulator 2. actives 0.065% (n = 280,000). Thyroid hormone receptor beta (Homo sapiens), P10828. AID 1469, 2008. Potency, µM (titrated, usually from 106 µM), without a hit: at the top dose activity change, negative = inhibition, actives largely listed as inhibitors. TRbeta-SRC2 peptide binding, fluorescence polarization; receptor liganded with 1 µM T3;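 further: plate controls were bound peptide for no effect and peptide without receptor for full effect; nearly all actives have a fitted effect of over 50% in size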
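Each compound concentration gave % activity, normalized to unbound and bound Texas Red SRC2 controls, from polarization read after 5 hr ambient incubation with T3-loaded human TRb LBD.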
TexasRed fluor: Total Fluorescence Counterscreen for Inhibitors of the Interaction of Thyroid Hormone Receptor and Steroid Receptor Coregulator 2 | TRb/SRC2 Texas Red total fluorescence interference | Potency, µM (doses to about 106 µM), without a hit: at the top dose fluorescence change, negative = quenching | actives 0.29% (n = 280,000); active means well fitted curve in either direction with a large enough effect; inconclusive means small, poorly fitted or top-dose-only effect
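Human TRβ ligand-binding domain (0.6 uM) and Texas Red SRC2 peptide (20 nM) in Tris buffer with 1 uM T3 and 5% DMSO were incubated with pinned compound for 5 hr at ambient temperature. Total fluorescence was computed as S + 2P (555/632 nm).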
L3MBTL1 block: qHTS Assay for the Inhibitors of L3MBTL1; Potency, µM (doses to about 57.1 µM), for inactives: at the top dose activity, negative = inhibition, usual class: inhibitors; actives 0.66% (n = 230,000); AlphaScreen L3MBTL1–H3K9me1 peptide binding; Lethal(3)malignant brain tumor-like protein 1 (Homo sapiens), Q9Y468; further: nearly all actives have a fitted effect of over 60% in size
Target sequence (Q9Y468 whole entry, looked up): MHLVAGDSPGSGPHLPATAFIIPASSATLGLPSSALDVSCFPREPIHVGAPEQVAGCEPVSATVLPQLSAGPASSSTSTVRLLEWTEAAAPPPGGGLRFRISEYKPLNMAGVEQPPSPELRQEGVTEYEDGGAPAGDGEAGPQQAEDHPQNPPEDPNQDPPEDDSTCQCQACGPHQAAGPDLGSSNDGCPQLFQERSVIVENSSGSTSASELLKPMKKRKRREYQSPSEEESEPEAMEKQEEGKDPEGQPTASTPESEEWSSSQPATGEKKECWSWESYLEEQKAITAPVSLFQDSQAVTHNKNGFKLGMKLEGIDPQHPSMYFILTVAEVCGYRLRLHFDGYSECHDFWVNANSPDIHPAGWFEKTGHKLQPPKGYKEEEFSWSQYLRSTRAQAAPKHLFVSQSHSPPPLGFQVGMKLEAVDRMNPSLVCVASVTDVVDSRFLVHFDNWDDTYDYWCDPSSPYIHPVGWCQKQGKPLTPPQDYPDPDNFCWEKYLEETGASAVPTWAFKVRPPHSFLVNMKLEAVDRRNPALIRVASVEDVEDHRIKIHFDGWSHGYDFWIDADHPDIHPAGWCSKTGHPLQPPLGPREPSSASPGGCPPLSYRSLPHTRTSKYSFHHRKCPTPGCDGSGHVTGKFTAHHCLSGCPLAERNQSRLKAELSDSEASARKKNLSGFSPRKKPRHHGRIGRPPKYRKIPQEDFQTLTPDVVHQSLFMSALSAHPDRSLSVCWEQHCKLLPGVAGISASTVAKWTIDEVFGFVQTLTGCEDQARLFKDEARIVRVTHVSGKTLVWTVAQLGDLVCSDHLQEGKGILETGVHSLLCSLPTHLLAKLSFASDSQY
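AlphaScreen assay: L3MBTL1 (50 nM final) was preincubated 30 min at room temperature with biotinylated H3(1-15)K9me1 peptide (75 nM final), then 30 min with library compounds; streptavidin donor and nickel chelate acceptor beads (10 ug/mL final) added, 30 min dark.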
GAA inhib: qHTS Assay for Inhibitors of Human alpha-Glucosidase as a Potential Chaperone Treatment of Pompe Disease; purified human GAA, 4-MU-alpha-glucoside fluorescence; Potency, µM (doses to about 76.9 µM), inactives show at the top dose activity change, negative = inhibition, hits mostly inhibitors; actives 0.005% (n = 200,000);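 further: plate controls were uninhibited enzyme wells for no effect and no-enzyme background for full effect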
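Human alpha-glucosidase, 4 nM, pre-mixed with test compounds before 400 uM 4-methylumbelliferyl substrate; 20 min room temperature at pH 5.0. Fluorescence read after pH 10 stop; AC50 values from Hill-equation fits.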
GAA glycogen: qHTS Assay for Inhibitors and Activators of Human alpha-Glucosidase Cleavage of Glycogen. Lysosomal alpha-glucosidase (Homo sapiens), P10253. recombinant GAA, glycogen substrate, Amplex Red glucose oxidase fluorescence. Potency, µM (titrated, usually from 76.4 µM), for the others: at the highest dose activity change, negative = inhibition, most hits filed as inhibitors. actives 0.38% (n = 300,000);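 further: 0% = full enzyme reaction and -100% = no-enzyme basal signal; the screen sought inhibitors and activators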
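Natural-substrate format: glycogen cleavage by 4 nM human enzyme, glucose read by Amplex Red coupling (Ex 573, Em 610 nm). Normalized to enzyme and no-enzyme controls.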
RECQ1 inh: qHTS Assay for Inhibitors of RecQ-Like Dna Helicase 1 (RECQ1); actives 0.54% (n = 240,000); RECQ1 DNA unwinding, red fluorescence kinetic read; ATP-dependent DNA helicase Q1 (Homo sapiens), P46063; AID 2549, 2010; Potency, µM (titrated, usually from 57.3 µM), without a hit: top-dose activity, negative = inhibition, actives largely listed as inhibitors;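 further: plate controls were vehicle for no effect and no enzyme for full effect; nearly all actives have a fitted effect of over 30% in size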
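50 nM RECQ1T1 preincubated 15 min with compound in Tris pH 8.0 buffer with MgCl2, DTT, Tween-20 and 2.5 ug/ml poly(dI-dC); started with 200 nM TAMRA/BHQ-2 forked duplex and 2 mM ATP. Unwinding read as fluorescence (525/598 nm), two reads 2 h apart.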
Starred values were filed as active, the others as inactive; i = inactive; ? = inconclusive; nt = no result given; & = joins results of further samples; [ ] = dose if it differs, or a comment. Unless noted, the call rests on the fitted dose curve; in most records, active means well fitted curve in the direction sought with a large enough effect; inconclusive means small, poorly fitted or top-dose-only effect, or another doubt; inactive means no such curve, though single readings can be large; an effect the other way counts as inactive or inconclusive. Unless noted, on the % scale 0 is the no-effect control and ±100 the full control effect; potency means the concentration at half of the fitted maximal effect. These rows are one share of the data; rates above refer to the full screens.

SMILES	RGS12 GoLoco inh	aGlu spleen mod	TRb SRC2 PPI	TexasRed fluor	L3MBTL1 block	GAA inhib	GAA glycogen	RECQ1 inh
CCOC(=O)c1cc2c(=O)n3ccccc3nc2n(Cc2ccco2)c1=NC(=O)c1cccc(OC)c1	94%[activator]	3%	-1%	-2%	0%	6%	6%	-10%
Cc1c2c(nc3c(C(=O)NC4CC4)cnn13)CCCC2	0%	-7%	-3%	0%	4%	-2%	3%	-2%
Cc1cc(NC(=O)c2ccccc2)n(-c2nc3ccccc3[nH]2)n1	7%	3%	4%	-2%	-1%	-1%	-4%	i
CC(C)CCOCC(O)CCC(=O)NNC(=S)Nc1ccccc1 (centres undefined)	8%	-3%	-9%	-2%	-1%	-1%	?	-1%
Cc1cc(=O)n2nc(-c3ccccc3)sc2n1	0%	6%	-22%	2%	-3%	-12%	-1%	-9%
O=C(NC1CCCC1)C1c2ccccc2C(=O)N1CCCN1CCOCC1 (centres undefined)	8%	6%	5%	-2%	4%	4%	3%	-2%
Cc1cc(=O)[nH]c(N/N=C/c2ccccc2C(F)(F)F)n1	4%	-8%	3%	1%	5%	2%	5%	0%
CCC(=O)Nc1ccc(C(=O)NNC(=O)c2ccccc2)cc1	-4%	1%	2%	-2%	11%	0%	3%	-12%
Cc1cc(Oc2ccc(=O)n(C)n2)nc(SCc2ccccc2)n1	0%	0%	-2%	-3%	-22%	3%	-7%	-13%
COC(=O)NC(NC(=S)Nc1cccc(C)c1)C(Cl)(Cl)Cl (centres undefined)	-2%	0%	-3%[53 µM]	-1%[53 µM]	3%	0%	-10%	-13%
CCCOc1ccc(CSc2n[nH]c(C)n2)cc1	4%	0%	-7%	-2%	1%	nt	-3%	-3%
NC(=O)c1sc2cc(C(F)(F)F)cnc2c1-c1ccccc1	4%	-11%	0%	-1%	-2%	nt	7%	i
COc1ccc(OC)c(-n2c(=S)[nH]c3cc(C(=O)N4CCN(c5ccccc5)CC4)ccc3c2=O)c1	9%	nt	2%	2%	6%	-3%	-3%	i
COc1ccc(/C=C/c2nc(-c3ccccc3O)n(-c3ccccc3)n2)cc1	1%	0%	8%	-2%	5%	4%	1%	2%
CCc1ccc(-c2csc(-c3c[nH]c4ccccc34)n2)cc1	-13%	4%	-6%	5%	-22%	0%	0%	-1%
COC(=O)[C@@]1(Cc2ccc(F)cc2)[C@H]2c3cc(C(=O)N(C)C)n(Cc4c(CO)[nH]cc(C)c4=O)c3C[C@H]2CN1C(=O)c1ccccc1	-3%&11%	-10%&-10%	1%&3%	-2%&-1%	-6%	0%[15.4 µM]	-4%	-18%&-3%
O=C(NCCO)c1ccc2[nH]c3ccccc3c2c1	11%	-3%	8%	0%	8%	-5%	0%	-7%
CCCCCCCOC(=O)c1ccc(OC(=O)c2cccnc2)cc1	-21%	12%	-3%	-2%	nt	2%	-23%	-12%
Cc1ccc(C(C)C)cc1OCCOCCN1CCCC1	-25%	-3%	6%	1%	nt	-1%	10%	-5%
Cc1ccc(C(=O)n2c3ccccc3c3ccccc32)cc1	3%	7%	-4%	2%	nt	-1%	0%	i
C=CCOC(=O)C1=C(C)N=C2SCCC(=O)N2C1/C=C/c1ccccc1 (centres undefined)	6%	-9%	-1%	-1%	25%	-8%	-17%	i
CCc1cc(=O)oc2cc(OCC(=O)N3CCc4ccccc43)ccc12	4%	4%	6%	1%	4%	5%	-14%	-5%
O=C(CN1CCOCC1)NNC(=S)Nc1ccccc1	7%	3%	3%	1%	-10%	1%	?	11%
CCOc1ccc(C(=O)NC(=S)Nc2cccc(NC(=O)c3ccco3)c2)cc1[N+](=O)[O-]	-6%	-2%	-6%	-1%	-2%	-14%	-9%	-3%
O=C(CCc1ccccc1)c1ccc2c(c1)OCCCO2	-1%	-2%	3%	-6%	nt	-7%	-8%	i
CC1CCN(S(=O)(=O)c2ccc(S(=O)(=O)NCc3ccccc3)cc2)CC1	-9%	-3%	8%	0%	nt	-1%	0%	-6%
CC1(C)CC(C)(c2ccc(O)cc2O)N(c2ccc3ccccc3c2)C(=S)N1 (centres undefined)	1%	0%	2%	-1%	-20%	0%	-14%	-5%
CCCCc1cc(=O)oc2cc(OCC(=O)N(CC)CC)c(Cl)cc12	-4%	1%	-1%	1%	4%	?	2%	-2%
CCOc1ccc(OCC)c(NC(=O)CNS(=O)(=O)c2cccs2)c1	6%	6%	-9%	0%	-2%	-2%	-4%	-8%
CCOC(=O)N1CCN(C(=O)/C(=C/c2cccs2)NC(=O)c2cccs2)CC1	5%	2%	2%[53 µM]	-1%[53 µM]	-8%	3%	5%	-11%

An excerpt from above, reduced to TexasRed fluor.
Molecule	TexasRed fluor
CCOC(=O)N1CCN(C(=O)/C(=C/c2cccs2)NC(=O)c2cccs2)CC1	-1%[53 µM]
O=C(NCCO)c1ccc2[nH]c3ccccc3c2c1	0%

Returning to the listing, repeating the four entries before the break.
SMILES	RGS12 GoLoco inh	aGlu spleen mod	TRb SRC2 PPI	TexasRed fluor	L3MBTL1 block	GAA inhib	GAA glycogen	RECQ1 inh
CC1(C)CC(C)(c2ccc(O)cc2O)N(c2ccc3ccccc3c2)C(=S)N1 (centres undefined)	1%	0%	2%	-1%	-20%	0%	-14%	-5%
CCCCc1cc(=O)oc2cc(OCC(=O)N(CC)CC)c(Cl)cc12	-4%	1%	-1%	1%	4%	?	2%	-2%
CCOc1ccc(OCC)c(NC(=O)CNS(=O)(=O)c2cccs2)c1	6%	6%	-9%	0%	-2%	-2%	-4%	-8%
CCOC(=O)N1CCN(C(=O)/C(=C/c2cccs2)NC(=O)c2cccs2)CC1	5%	2%	2%[53 µM]	-1%[53 µM]	-8%	3%	5%	-11%
O=C1C2C3C=CC(C3)C2C(=O)N1c1cccnc1 (centres undefined)	-6%	-4%	5%	0%	nt	-3%	-14%	-5%
O=C(Cc1ccccc1)NC(=S)Nc1cccc(C(F)(F)F)c1	nt	-2%	2%	-5%	4%	-1%	-6%	i
COc1cc(C=C2C(=O)c3ccccc3C2=O)cc(OC)c1OC	69%[activator]	-2%	5%	-3%	nt	-4%	-15%	12%
COc1cnc(SCC(=O)O)[nH]c1=O	-2%	3%	4%	2%	11%	1%	8%	i
Cc1ccccc1Cn1nc(C)c(NC(=O)c2noc3c2CC(C(C)(C)C)CC3)c1C (centres undefined)	-2%	5%	4%	0%	-4%	-15%	-12%	-14%
CC(CCC(=O)O)C1CCC2C3CC[C@H]4CC(O)CC[C@@]4(C)C3C=C[C@]12C (some centres undefined)	0%	-9%	7%	-3%	nt	nt	nt	i
OCC1CCCN(C2CCN(Cc3nc(Cc4cccc(C(F)(F)F)c4)no3)CC2)C1 (centres undefined)	19%	-11%	-2%[53 µM]	-2%[53 µM]	-3%	12%	-5%	-8%
COc1ccc(CCNC(=O)CN2CCCc3ccccc32)cc1OC	2%	-15%	6%	-1%	-4%	?	3%	-7%
CC(NC(=O)Nc1ccccc1F)C(C)(C)C (centres undefined)	10%	-1%	2%	-2%	8%	?	19%	i
CCNC(=S)NNc1nc(N2CCCCC2)nc(N2CCOCC2)n1	-14%	6%	1%	-1%	nt	3%	?	i
CC1CN(C(=O)Cc2ccc(-c3ccccc3)cc2)CC(C)O1 (centres undefined)	-2%	-5%	4%	-3%	-2%	3%	3%	-6%
CCCOC(=O)Nc1nc(-c2ccc(C)cc2)c(C)s1	8%	1%	1%	-2%	14%	2%	-2%	-3%
COc1ccc(NC(=O)c2ccc(Cn3cc(Cl)cn3)cc2)cc1	-8%	0%	-5%	-12%	38%[activator]	10%	-11%	i
O=C(Nc1ncc(S(=O)(=O)c2ccc([N+](=O)[O-])cc2)s1)c1ccccc1F	-9%	-5%	-5%	-4%	-8%	nt	7%	8%
C=C1CCN([C@H](C(=O)NCc2ccc(OC)cc2)C(C)C)S(=O)(=O)c2ccccc21	-3%	2%	3%	-4%	nt	nt	9%	i
COc1ccc(C2C(C#N)=C(N)N(Nc3ccccc3)C3=C2C(=O)CC(C)(C)C3)cc1C (centres undefined)	0%	-5%	3%	1%	-1%	-1%	6%	i
CCn1c(Cc2ccc(OC)cc2)nnc1SCC(=O)Nc1nc2ccccc2s1	-4%	-6%	15%	-1%	22%[11.4 µM]	-6%	-6%	-2%
Cc1ccc(C(=O)Nc2ccc(C(=O)N3CCCCC3C)cc2)cc1 (centres undefined)	10%	-4%	-5%	-1%	-1%	?	-13%	i
CCOC(=O)NC1(C(F)(F)F)N=C(c2ccccc2)NC1=O (centres undefined)	-4%	-2%	3%	0%	2%	-2%	0%	i
Cc1ccc(NC(=O)Cn2c(CCC(=O)O)ccc2-c2cccs2)cc1	5%	-2%	5%&-10%	8%&-2%	nt	-10%	6%[76.3 µM]	-8%
CCOC(=O)c1ccc(NC(=O)CNC(=O)c2ccccc2)cc1	-6%	3%	-4%	2%	1%	10%	8%	i
Fc1cccc(C2CC(c3cccc(Br)c3)Nc3nnnn32)c1 (centres undefined)	4%	-19%	3%	-2%	nt	1%	-9%	i
Cc1ccc(N2CCN(/N=C/c3c(C)nn(-c4ccccc4)c3Cl)CC2)cc1	3%	-2%	-12%	0%	-6%	4%	7%	-2%
Cc1[nH]nc2oc(=O)c(CCO)c(C)c12	1%	-5%	-5%	1%	nt	-3%	-5%	-4%
